# Screens (PubChem BioAssay)
# AMA1 RON2 block: AMA1-RON2 (P. falciparum) interaction inhibition; Potency, µM (titrated, usually from 58.2 µM), without a hit: at the top dose activity change, negative = inhibition, usual class: inhibitors; AlphaScreen AMA1-biotinylated RON2 peptide binding; 360,000 tested, 0.2% active; active = well fitted inhibition curve with a large enough effect; inconclusive = small, poorly fitted or top-dose-only effect; inactive = no such curve, though single readings can be large or run the other way;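 note: potency is the fitted concentration of half-maximal effect; 0% = vehicle wells and -100% = peptide control; nearly all actives have a fitted effect of over 45% in size; some results filed as inactive show a strong effect at the top dose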
#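 AMA1 (3D7) with his tag at 25 nM final met compounds first, then biotinylated RON2 peptide at 25 nM; detection used donor plus acceptor beads, 10 µg/mL apiece, read by AlphaScreen after 30 min at room temperature.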
# HCMV inh: inhibitors of human cytomegalovirus; HFF cells, HCMV-luciferase reporter, 72 h; hits give low values; activity change, negative = inhibition, % at 57.5 µM; 410,000 tested, 4.5% active; in the data active = activity change below about -60%; inconclusive = no clear call, values can overlap the other calls; inactive = above about -39%
#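 Two-dose cell screen: HFF monolayers treated with compounds and infected with luciferase-expressing HCMV at 1 PFU/cell, 72 h at 37C, then lysed for luciferase measurement.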
# Active calls of the source: *; ? = inconclusive; [ ] = dose if it differs, or a comment. Unless noted, % is set by controls: 0 for no effect and ±100 for the full control effect. These rows are one share of the data (hit frequency here may not be typical).
# Order of values: HCMV inh	AMA1 RON2 block
CN[C@H]1C[C@H]2c3[nH]c4ccc(-c5cccc(C)c5)cc4c3CCN2C[C@H]1[C@H](C)O
→ -7	?
Cc1cccnc1Oc1ncccc1N
→ 12	1%
O=C(Nc1ccc(F)cc1)c1cnccn1
→ -3	2%
CNC(=O)C[C@@H]1C(=O)N(Cc2ccccc2)CC1(C)C
→ -27	-9%
O=C(Nc1cccc(Oc2ccccc2)c1)c1ccc(-n2cncn2)c2ccoc12
→ 10	-8%
COCCNC(=O)C1(C)CCN(C(=O)c2ccc(SC(F)(F)F)cc2)C1 (centres undefined)
→ 18	7%
CCCCCC(=O)N1C[C@H](n2cc(C3CC3)nn2)[C@@H](O)C[C@@H]1c1ccc(C)cc1
→ 26	0%
CCOC(=O)/C=C/c1cccc(OC)c1O
→ 172	-9%
COC(=O)c1ccccc1S(=O)(=O)N1CCC(C(=O)Nc2ccccc2N2CCOCC2)CC1
→ 19	-8%
CCNC1(C(N)=O)CCN(Cc2ccccc2)CC1
→ 9	6%
O=C(NCCCOc1ccc([N+](=O)[O-])cc1Cl)OCc1ccccc1
→ -7	2%
O=C(NN=Cc1ccc(N(CCCl)CCCl)cc1)C(=O)c1c[nH]c2ccccc12
→ -21	67%[activator]
O=C(NCC(=O)N(c1ccccc1)C(C(=O)NC1CCCC1)c1ccncc1)c1ccco1 (centres undefined)
→ -3	11%
Cn1cc(-c2csc(C(O)c3ccccc3)n2)cn1 (centres undefined)
→ 0	7%
Cc1ccc(S(=O)(=O)N(CCC(=O)NCC(c2ccccc2)N(C)C)c2ccccc2)cc1 (centres undefined)
→ -26	8%[11.6 µM]
CCOC(=O)C1C(=O)C(=O)N(C(C)C)C1C(=O)OCC (centres undefined)
→ -20	-5%
NC(COCc1ccccc1)c1csc(Nc2nccc(C(F)(F)F)n2)n1 (centres undefined)
→ -6	80%[activator]
COc1ccc(NC(=O)c2ccncc2)cc1S(=O)(=O)N1CCCCC1
→ -16	9%
OC(c1cccc(Cl)c1)c1nc(-c2ccoc2)cs1 (centres undefined)
→ 39	0%
CCc1cccc2c1NC(=O)C2=O
→ -12	-5%

# Fetched by compound from the entries so far (3):
# Order of values: HCMV inh	AMA1 RON2 block
CCOC(=O)C1C(=O)C(=O)N(C(C)C)C1C(=O)OCC (centres undefined)
→ -20	-5%
CCc1cccc2c1NC(=O)C2=O
→ -12	-5%
O=C(NCCCOc1ccc([N+](=O)[O-])cc1Cl)OCc1ccccc1
→ -7	2%

# Going on with the list.
# Order of values: HCMV inh	AMA1 RON2 block
CC(C)C[C@@H](CN1CCC[C@@H]1CN1C(=O)C(=O)NC[C@@H]1Cc1ccccc1)N1C[C@H](Cc2ccccc2)N(CC2CCCCC2)C(=O)C1=O
→ -35	4%
CC1(C)CC(=O)C2=C(C1)NC(=O)CC2
→ -10	7%
COCCNC(=O)C1(C)Cc2c(-c3ccc(NC(C)=O)cc3)ccnc2O1 (centres undefined)
→ 49	-1%
COCC(=O)N1CCC2CC1c1c(-c3ccc(C(F)(F)F)cc3)cccc12 (centres undefined)
→ -13	7%
O=C1c2ccccc2C(=O)N1CCC#C/C=C1\c2ccccc2C(=O)N1c1ccccc1
→ 8	-1%
CSc1ccc(CNC(=O)C2(C)CCCN2CC(C)C)cc1 (centres undefined)
→ -4	39%[activator]
CCOc1cc(OCC)cc(C(=O)N2CCC[C@@H]2C(=O)N2CCC[C@H]2C(=O)NCc2ccncc2)c1
→ -2	-8%
CC(C)CN1Cc2ccccc2-n2nncc2C1
→ 12	6%
CC1(CCCN2C(=O)c3ccccc3C2=O)OCCO1
→ -20	6%
O=C(NCCCN1CCCC1=O)c1cc(S(=O)(=O)N2CCN(c3ccccc3)CC2)ccc1Cl
→ -16	5%[11.6 µM]
CC(C)NC(=O)C1(C)CCCN1C(=O)c1ccc2c(c1)C(C)(C)CCC2(C)C (centres undefined)
→ -15	2%
CC(C)(C)C(=O)N1CCN(c2ccc([N+](=O)[O-])cc2Cl)CC1
→ -27	-6%
O=[N+]([O-])c1ccc(C=NNc2ccccc2)cc1
→ -8	?
CN1CCN(C(=O)c2cccc(-c3ccc4nncn4c3)c2)CC1
→ -14	-4%
O=C(NCc1cc(Cl)cc(Cl)c1)c1ccc2sc([C@@H]3O[C@H](CO)[C@H](O)[C@H](O)[C@H]3O)nc2c1
→ -9	-3%
CC1(C(=O)NS(=O)(=O)c2ccc(C#N)cc2)CCN1C(=O)Cc1cc(F)ccc1F (centres undefined)
→ -36	1%
COc1cccc(OC2(C)CCN(Cc3cccn3-c3nccs3)C2)c1 (centres undefined)
→ -15	-18%
CC1(C(=O)Nc2ccc(Cl)c(Cl)c2)CCN1C(=O)CC1CCCC1 (centres undefined)
→ -23	35%[activator]
Nc1c(N(CCCO)C(=O)CCCN2C(=O)c3cccc4cccc(c34)C2=O)c(=O)[nH]c(=O)n1Cc1ccccc1
→ -14	-2%
COc1ccc(CCN2CC(=O)NC(=O)C2)cc1OC
→ 1	25%
COc1ccc(Nc2nnc(SCC(=O)N(CC(C)C)C3CCS(=O)(=O)C3)s2)cc1 (centres undefined)
→ 58	0%
CN(C)c1ccc(C=NNC(=O)c2cccc3ccccc23)c(Cl)c1
→ -34	-10%
CN(Cc1cc(Cl)cc(Cl)c1O)Cc1c(O)ccc2ccccc12
→ -33	31%[activator]
CCN(C(=O)Nc1cccc2ccccc12)c1ccccc1
→ 27	12%
Cc1cc(Cc2cc(C)c(O)c(CO)c2)cc(CO)c1O
→ 8	13%
COc1ccccc1N1CCN(c2nc(C)cc(=O)[nH]2)CC1
→ 4	0%
CCOP(=O)(Nc1cccc2oc(=O)c3ccccc3c12)OCC
→ 13	9%
Fc1cccc(Cc2c(-c3ccc(Cl)cc3)nc3ccc(Br)cn23)c1
→ 35	-6%
CC1(C(=O)NS(=O)(=O)Cc2cccc(Cl)c2)CCN1C(=O)Cc1ccc(-c2ccccc2)cc1 (centres undefined)
→ -6	9%
CC(C)(C)c1ccc(CC(=O)N2CCC2(C)C(=O)NS(=O)(=O)c2cccc(F)c2)cc1 (centres undefined)
→ 23	-5%
CCOC(=O)C1=CCN(S(=O)(=O)c2ccccc2F)C1c1ccc(C)cc1 (centres undefined)
→ -13	7%
CN(Cc1ccccc1)C(CNS(=O)(=O)c1ccccc1)c1ccccc1 (centres undefined)
→ 8	-4%
CN(C)c1ccc(C=NNC(=S)Nc2ccc(F)cc2)cc1
→ 46	7%
CCOc1ccc(C2CC=C(C(C)=O)CN2S(=O)(=O)c2ccc(C)cc2)cc1 (centres undefined)
→ 1	17%
CCN(CC(=O)Nc1ccc2c(c1)OCCO2)C(=O)C(C)Oc1ccc(F)cc1 (centres undefined)
→ -14	80%[activator]
CCN(CC)C(=O)C1=C(C)N(CCCN2CCCC2=O)C(=O)C(CC(=O)NCCCCc2ccccc2)C1 (centres undefined)
→ 14	-3%
CC1(C)CC(=O)C=C(c2n[nH]nc2-c2ccccc2)C1
→ -32	-4%
Cc1ncc(C(=O)O)n1C(C)c1ccccc1 (centres undefined)
→ -28	-9%
CC1CN(S(=O)(=O)c2cccc(C(=O)N(C)C3CCCCC3)c2)CC(C)O1 (centres undefined)
→ ?	-1%
C=CCn1c(SCC(=O)Nc2ccc(Br)cc2)nc(O)cc1=O
→ -100*	10%
O=C(CCc1c[nH]c2ccccc12)N1CCN(S(=O)(=O)c2ccc([N+](=O)[O-])cc2)CC1
→ 25	4%
Cc1ccc(S(=O)(=O)N2C[C@H]3C(=O)C[C@@H](c4ccccc4)N(S(=O)(=O)c4ccc(C)cc4)[C@H]3C[C@H]2c2cccs2)cc1
→ -7	2%
C[C@@H]1CN([C@H](C)CO)C(=O)CCCn2nncc2CO[C@@H]1CN(C)C(=O)c1ccncc1
→ 2	8%
COC(=O)c1cccc(CN2C(=O)C(C)Sc3ccc(C(C)=O)cc32)c1 (centres undefined)
→ 35	-14%
O=C(Nc1ccccc1)c1c(O)[nH]c(=O)[nH]c1=O
→ 4	-8%
Cc1ccc(S(=O)(=O)N2CCN(Cc3cccc(F)c3)CC2)cc1
→ 8	-21%
CN=C1S/C(=C\c2cccn2-c2cccc(Br)c2)C(=O)N1C
→ -65*	-7%
O=C(NCCOc1ccccc1)C1CCN(C(=O)Nc2ccccc2)CC1
→ -21	2%
CCOC(=O)C1(C)CCCN(C(=O)c2cccnc2)C1 (centres undefined)
→ -3	12%
CCOc1ccccc1C=NNC(=O)C(=O)NN=Cc1ccccc1OCC
→ 9	30%[activator]

# Following part
# Order of values: HCMV inh	AMA1 RON2 block
Cc1noc(C)c1S(=O)(=O)N(C)C[C@H]1OCCCC[C@@H](C)Oc2ccc(NS(=O)(=O)c3cn(C)cn3)cc2C(=O)N([C@H](C)CO)C[C@@H]1C
→ 3	1%
CC(=O)Nc1cc(-c2ccc(C(=O)NC3CC3)cc2)cn2c(-c3cccc(C(F)(F)F)c3)cnc12
→ -27	46%[activator]
Nc1ccc2c(c1)CCC2=O
→ 31	-1%
CC(C)(C)C(=O)Nc1cccc(-c2ccc[nH]2)n1
→ 62	9%
CC(NC(=O)c1ccc2nc(Cc3cccc(Cl)c3)oc2c1)c1ccncn1 (centres undefined)
→ -17	2%
CNC(=O)C1Cc2c(-c3cccc(F)c3)ccnc2O1 (centres undefined)
→ -9	15%
Cn1c(=O)c2ncn(C)c2n(C)c1=O
→ -14	12%
CC1CCC(CC(=O)O)(C(=O)O)CC1 (centres undefined)
→ -28	-2%
COc1ccc([C@H]2C[C@@H](O)[C@H](n3cc(COC(=O)c4ccccc4)nn3)CN2C(=O)c2cccs2)cc1
→ -16	-7%
O=C(COC(=O)c1ccc(OC(F)F)cc1)NCC1CCCO1 (centres undefined)
→ -20	-8%
O=C1C=CC(O)C2(CO)OC12 (centres undefined)
→ -19	?
CC(NC(=O)c1cccs1)c1ccccc1 (centres undefined)
→ 69	17%
CCN(CC)c1ccc(C2NC(=O)c3ccccc3N2)cc1 (centres undefined)
→ -25	6%
Cc1ccc(CN2CC(C(=O)Nc3ccc(C)c(S(=O)(=O)N4CCCCC4)c3)CC2=O)cc1 (centres undefined)
→ -66*	-5%[11.6 µM]
COc1ccc(-c2nn(-c3ccccc3)cc2/C=C/C(=O)N(C)CC(=O)Nc2cccc(F)c2)cc1OC
→ -7	-3%
Oc1c(Cl)c(Cl)c2ncccc2c1Cl
→ -9	-9%
COc1ccc(Cc2c(-c3ccc(F)cc3)nc3cc(C)c(Br)c(C)n23)c(C)c1
→ 38	4%
C(=NN1CCCCCC1)c1c[nH]c2ccccc12
→ 6	12%
COc1cc(C=NNC(=O)C(=O)Nc2cccc(Cl)c2)cc(OC)c1O
→ 73	4%
O=C1c2ccccc2CCC12OC2c1ccc([N+](=O)[O-])cc1 (centres undefined)
→ -13	-10%
Cc1cccc(C)c1-n1nnnc1C(c1ccnc2ccccc12)N1CCCC1 (centres undefined)
→ -16	-8%
CC(=O)c1cccc(-c2ccnc3c2CC(C(=O)NCC2CCOCC2)O3)c1 (centres undefined)
→ -32	9%
COc1ccc(-c2cc(CN3C(=O)c4ccccc4C3=O)on2)cc1
→ 20	1%
COc1ccc(-c2ccccc2)cc1NC(=O)c1ccncc1
→ -9	-21%
C(=C\c1ccccc1)/CN1CCN(C(c2cccc3ccccc23)c2nnnn2C2CCCC2)CC1 (centres undefined)
→ 1	?
C=C1CCN([C@@H](CC(C)C)C(=O)NCc2ccc(Cl)cc2)S(=O)(=O)c2ccccc21
→ -16	13%
COc1ccc(/C=C2/CCCc3ccccc3C2=O)cc1
→ -9	-23%
CSCCC(NS(=O)(=O)c1cccc(C(F)(F)F)c1)C(=O)N1CCN(C(=O)c2ccco2)CC1 (centres undefined)
→ -22	-9%
O=C1c2ccccc2C(=O)N1N(c1ccccc1)c1ccccc1
→ -26	-25%
COCCNC(=O)C1(C)CCCN(C(=O)c2ccc3c(c2)OCO3)C1 (centres undefined)
→ 9	1%
COc1ccccc1CNc1nc(NCc2cnc(C)cn2)c2sccc2n1
→ -2	11%
O[C@@H]1C[C@H](c2ccc(Cl)cc2)N(CC2CCCCC2)C[C@H]1n1cc(C2CC2)nn1
→ 22	-9%
COC(=O)C1=C(c2cc3ccccc3s2)C[C@@H]2CC[C@H]1N2C(=O)N1CCOCC1
→ -20	6%
COc1ccc(Cc2ccccc2C(=O)O)cc1
→ -18	11%
Nc1nc(N)c2c(ccc3c2ccn3Cc2cccc([N+](=O)[O-])c2)n1
→ -99*	32µM*
CCCCn1nnnc1C(c1ccccc1)N1CCN(c2ccccc2OC)CC1 (centres undefined)
→ 22	-4%
CN(Cc1ccccc1C(F)(F)F)C(=O)C1CCC(=O)N(CC2CCCCC2)C1 (centres undefined)
→ -13	-1%
COc1ccc(-c2nc3ccc(Br)cn3c2CC(C)(C)C)cc1OC
→ -22	-4%
O=C(O)CC1NC(=S)N(Cc2ccccc2)C1=O (centres undefined)
→ 23	126%[activator]

# Of the compounds above, 4 have an aryl thioether with sulfur outside any ring.
# Order of values: HCMV inh	AMA1 RON2 block
COCCNC(=O)C1(C)CCN(C(=O)c2ccc(SC(F)(F)F)cc2)C1 (centres undefined)
→ 18	7%
CSc1ccc(CNC(=O)C2(C)CCCN2CC(C)C)cc1 (centres undefined)
→ -4	39%[activator]
COc1ccc(Nc2nnc(SCC(=O)N(CC(C)C)C3CCS(=O)(=O)C3)s2)cc1 (centres undefined)
→ 58	0%
C=CCn1c(SCC(=O)Nc2ccc(Br)cc2)nc(O)cc1=O
→ -100*	10%
